MITF inh: MITF inhibitors, primary screen, biochemical, AlphaScreen, human | Microphthalmia-associated transcription factor (Homo sapiens), O75030 | AlphaScreen MITF homodimerization, bead proximity signal | inhibition, % at 2.6 µM | 650,000 tested, 0.91% active; in the data active means inhibition above about 50%;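 further: 0% = vehicle wells with protein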
Target sequence (O75030 whole entry, looked up): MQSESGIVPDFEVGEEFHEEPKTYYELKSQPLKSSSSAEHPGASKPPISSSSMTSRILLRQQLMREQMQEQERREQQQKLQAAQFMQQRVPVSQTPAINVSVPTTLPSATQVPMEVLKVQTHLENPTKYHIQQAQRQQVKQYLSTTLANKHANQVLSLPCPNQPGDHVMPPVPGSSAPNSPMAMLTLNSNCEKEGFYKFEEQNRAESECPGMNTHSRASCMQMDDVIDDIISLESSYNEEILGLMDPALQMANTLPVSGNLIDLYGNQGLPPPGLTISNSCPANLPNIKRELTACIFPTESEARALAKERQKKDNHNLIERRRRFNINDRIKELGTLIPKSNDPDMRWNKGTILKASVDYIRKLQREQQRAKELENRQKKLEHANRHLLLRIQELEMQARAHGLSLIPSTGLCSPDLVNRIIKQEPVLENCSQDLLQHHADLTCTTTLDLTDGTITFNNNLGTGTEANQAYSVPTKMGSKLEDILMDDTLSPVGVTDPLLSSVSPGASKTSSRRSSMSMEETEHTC
GPR151 activ: activators of human GPR151, primary screen, cell-based, PathHunter beta-arrestin, luminescence | G-protein coupled receptor 151 (Homo sapiens), Q8TDV0 | PathHunter beta-arrestin GPR151 cells | activation, % at 11.2 µM | 650,000 tested, 1% active | AID 1508602, 2020; in the data active means activation above about 4.9%;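 further: 0% = median of compound wells and 100% = cells with positive control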
Target sequence (Q8TDV0 whole entry, looked up): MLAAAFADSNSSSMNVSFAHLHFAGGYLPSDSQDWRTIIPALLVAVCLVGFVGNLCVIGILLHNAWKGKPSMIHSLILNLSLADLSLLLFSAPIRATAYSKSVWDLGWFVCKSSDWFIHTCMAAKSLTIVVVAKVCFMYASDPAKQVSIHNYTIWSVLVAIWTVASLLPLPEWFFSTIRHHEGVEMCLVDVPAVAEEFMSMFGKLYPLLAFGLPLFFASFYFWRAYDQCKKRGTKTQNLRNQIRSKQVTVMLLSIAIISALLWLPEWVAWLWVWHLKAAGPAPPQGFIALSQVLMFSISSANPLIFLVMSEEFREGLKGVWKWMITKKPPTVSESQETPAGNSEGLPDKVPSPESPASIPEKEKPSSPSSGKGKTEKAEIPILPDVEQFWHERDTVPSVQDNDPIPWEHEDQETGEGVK
TEAD-YAP block: TEAD-YAP interaction inhibition, primary screen, TEAD-YAP interaction inhibitor project, luminescence, HEK-TIYL cells; TEAD-Gal4/YAP UAS-luciferase luminescence; inhibition, % at 9.12 µM; 640,000 tested, 1.4% active; AID 1259422, 2018; in the data active means inhibition above about 32%;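 further: 0% = median of test compound wells and 100% = reference inhibitor wells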
FBW7 act: FBW7 E3 ligase activators, primary screen, biochemical, AlphaScreen, human; F-box/WD repeat-containing protein 7 (Homo sapiens), Q969H0; AlphaScreen FBW7–phospho-cyclin E peptide binding, activator screen; normalized activity (activation), % at 26.1 µM; 650,000 tested, 0.13% active; AID 1259310, 2017; in the data active means normalized activity above about 1.9%;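 further: purified mutant Fbw7 with reduced substrate affinity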
Starred values were filed as active, the others as inactive; & = joins results of further samples.

SMILES	MITF inh	GPR151 activ	TEAD-YAP block	FBW7 act
O=C(c1cccnc1)N1CCN(S(=O)(=O)c2ccccc2)CC1	-5.1	-0.4	-4.0	-0.2
COc1ccc(C(=O)NC2CC2)cc1OC1CCN(Cc2ccc(SC)cc2)CC1	12.9	-0.7	-14.6	0.0
COc1ccccc1-n1c(SCC#N)nc2c(sc(=S)n2-c2ccc(Cl)c(C)c2)c1=O	10.0	1.0	2.7	0.2
COCCNC(=O)Cn1nc2c(C)cc3ccc(OC)cc3n2c1=O	-16.5	0.6	10.4	0.3
COc1ccc(OC)c(NC(=O)CSc2ncnc3c2sc2ccccc23)c1	18.4	0.5	1.2	0.0
c1ccc(CCc2nnc3n2CCN(Cc2cccc4cccnc24)CC3)cc1	4.5	0.2	9.9	0.0
CCOC(=O)C1CCCN(C(=O)CCCn2nnnc2CN2CCC(C)CC2)C1 (stereo unspecified)	1.8	0.3	-6.1	0.2
Cc1ncc(-c2ccncc2)c(C2CCCN(C(=O)c3nsc(Cl)c3Cl)C2)n1 (stereo unspecified)	20.2	-0.7	-21.0	0.0
COc1ccc(NC(=O)C2CCCN2/C=C/C(=O)C(F)(F)F)c(OC)c1 (stereo unspecified)	-6.5	-0.4	-7.0	-0.1
CCOC(=O)CNC(=O)/C(=C\c1ccco1)NC(=O)c1ccccc1	-0.2	-0.9	-5.8	-0.1
O=C(CN(Cc1ccc(Cl)cc1)S(=O)(=O)c1cccnc1)NCc1ccccc1	13.4	-1.0	2.8	0.6
CC(C)(C)c1ccc(CSc2nc3ccc(NC(=O)CCc4ccccc4)cc3s2)cc1	5.6	1.0	-1.6	0.0
COc1cc(CNCc2ccccc2Br)cc(OC)c1	23.0	-0.7	1.9	0.0
CCc1ccccc1NC(=S)N(Cc1ccc(F)cc1)C1CCCCC1	-0.7	-0.1	-1.2	-0.1
O=C1NC2(CCCCC2)C(=O)N1c1ccc(Cl)cc1	1.6	-0.7	-10.3	-0.2
COc1ccccc1OCC(O)CN1CCN(CC(=O)Nc2c(C)cccc2C)CC1 (stereo unspecified)	6.1&-1.3&-3.1&9.4	-1.8&0.2&-0.6&-1.2	6.4&-2.4&7.7	-0.1&-0.1&0.0&0.0
CC(C)N(CCNc1nc(NCCN2CCOCC2)nc2c1ncn2-c1ccsc1)C(C)C	1.0	-1.4	5.9	-0.1
Nc1nnc(CCCn2c(-c3nonc3N)nc3ccccc32)s1	2.7	1.0	13.7	-0.2
Cn1c(=O)n(C2(C)CSC2)c2ccccc21	-11.3	-1.0	-9.5	-0.2
NC(=O)NC(CC(=O)NCCCc1ccccc1)c1ccc(Cl)cc1 (stereo unspecified)	-11.7	0.0	-10.0	0.0
COc1ccc(-n2c(SCC(=O)NCc3ccc(C)cc3)nc3n[nH]c(C)c3c2=N)cc1	8.0	-0.1	14.9	0.5
Cc1ncccc1C(=O)NCC1Cc2cc(-c3ccsc3)cc(Cl)c2O1 (stereo unspecified)	2.0	-0.6	2.5	-0.1
CCc1c(C(=O)N/N=C/c2cc(OC)c(OC)c(OC)c2)nnn1-c1nonc1N	3.6	-1.1	8.0	0.7
CCOC(=O)c1sc(NC(=O)c2ccc(OC(F)F)cc2)c(C(=O)OCC)c1C	-5.3	-0.1	2.2	0.0
COc1cccc(CC2(CCC(=O)N3CCCC(C(=O)c4ccccc4)C3)CCC(=O)N2)c1 (stereo unspecified)	11.4	-0.1	-4.7	0.0

Next part
SMILES	MITF inh	GPR151 activ	TEAD-YAP block	FBW7 act
CC(=O)c1cccc(NC(=O)c2ccc(C)cc2Cl)c1	-4.5	-0.2	-10.4	0.0
COc1ccccc1NC(=O)Nc1ccc(C)cn1	19.8	-0.8	-24.1	-0.1
Clc1ccc2nc(CSc3nncn3-c3ccccc3)c(Br)n2c1	-9.3	-1.9	-12.4	0.5
CC1CC(C)CN(C(=O)c2ccc(N3CC4CC(C3)c3cccc(=O)n3C4)c(NC(=O)Cc3c(F)cccc3Cl)c2)C1 (stereo unspecified)	-4.4	0.1	-4.9	-0.2
c1ccc(N2CCN(c3cc(NCc4nc5ccccc5[nH]4)ncn3)CC2)nc1	9.6	1.7	3.4	-0.1
COc1ccc(-c2cnn3c(N4CCC[C@H]4CO)ccnc23)c(OC)c1	13.0	0.6	-46.6	-0.5
CC1CN(C(=O)Cc2ccc(F)cc2)CC(C)O1 (stereo unspecified)	-6.5	0.4	-1.1	0.1
O=C(N/C(=C/c1ccc2c(c1)OCO2)C(=O)N1CCOCC1)c1cccs1	7.6	-0.2	7.1	0.2
CC1=CC(C)(C)N(C(=O)CN2C(=O)c3ccccc3C2=O)c2ccccc21	-1.6	-1.9	2.8	0.3
Cc1ccsc1/C=C(\C#N)C(=O)NCCN1CCOCC1	-6.1	-0.7	-20.5	-0.2
COc1ccc(N2C(=O)c3ccc(C)cc3C2=O)cc1OC	9.7	0.8	16.5	0.0
CC(=O)Nc1ccc(S(=O)(=O)Oc2ccc(-c3ccccc3)cc2)cc1	0.5	2.5	-10.4	0.1
CNC(=S)N(CCc1c(C)[nH]c2ccccc12)Cc1ccco1	2.9	0.1	0.3	0.0
O=C(Nc1cnc2ccccn2c1=O)c1cccs1	-17.1	-5.5	-46.3	0.1
Cc1sc2ccccc2[n+]1CCCCS(=O)(=O)O	13.0	0.2	-6.0	0.2
CC1CCCN(C(=O)CSc2cccc[n+]2[O-])C1 (stereo unspecified)	-7.7	-1.0	1.8	-0.1
CCOc1cc(C2NC(=O)NC(C)=C2C(=O)Nc2ccccc2)cc([N+](=O)[O-])c1O (stereo unspecified)	14.0	1.8	3.3	0.6
Fc1ccc(C2=CSC3=NCCN23)cc1	19.8	-1.0	-11.8	0.0
CN(CC(=O)N/N=C/c1ccc(Br)cc1)c1ccccc1	-6.8	-0.4	-11.4	0.0
COc1cccc(/C=C2\SC(=S)N(NC(=O)c3cccnc3)C2=O)c1OC	-4.5	-0.3	-11.2	-0.3
CSc1nnnn1-c1cccc2ccccc12	7.5	0.5	-5.5	-0.1
COc1ccc(CCNC(=O)CCCn2c(SCC(=O)c3ccc(F)cc3)nc3ccccc3c2=O)cc1OC	-9.4	0.8	-5.6	-0.1
COc1ccc(NC(=O)C(=O)N/N=C/c2ccc3c(c2)OCO3)cc1OC	11.2	-0.4	12.4	0.8
NS(=O)(=O)c1ccc(CCNC(=O)c2ccc3nc(N4CCCCC4)sc3c2)cc1	10.5	-0.7	-20.5	-0.2
CC(=O)c1cccc(-c2ccc(C=C3C(=O)OC(C)(C)OC3=O)o2)c1	8.8	0.4	-9.3	-0.1

(cont.)
SMILES	MITF inh	GPR151 activ	TEAD-YAP block	FBW7 act
COc1ccc(/C(O)=C(\C#N)c2nc3ccccc3[nH]2)cc1[N+](=O)[O-]	-5.7	2.8	0.9	0.2
CN(C)c1cccc(NC(=O)c2ccccc2-c2ccccc2)c1	-0.5	-1.4	-3.3	-0.2
O=[N+]([O-])c1cccc(C2SCCN2S(=O)(=O)c2ccc(F)cc2)c1 (stereo unspecified)	5.5	0.7	-8.6	0.2
CCN(CC)C(=O)C1CCCN(c2nc(Nc3ccc(Oc4ccccc4)cc3)c3ncn(-c4ccsc4)c3n2)C1 (stereo unspecified)	-12.9	-1.7	-6.3	0.0
CC(C)(O)C#Cc1cccc(C(=O)N2CCCC(CNS(=O)(=O)c3cccs3)C2)c1 (stereo unspecified)	-0.3	-0.7	-0.5	0.0
CC(/C=C1\SC(=O)N(CC(=O)Nc2cccc(O)c2)C1=O)=C\c1ccccc1	-8.8	2.2	5.2	-0.2
NC(=O)COC(=O)Cc1c(Cl)cccc1Cl	17.6	-0.1	8.0	0.8
COc1cccc(C2CC(=O)N3CN(c4ccc(CCO)cc4)CSC3=C2C#N)c1 (stereo unspecified)	4.3	0.5	5.5	0.0
COC(=O)c1ccc2c(=O)n(CCN3CCOCC3)c(SCC(=O)NCCc3ccc(OC)c(OC)c3)nc2c1	17.2	0.7	-0.3	0.0
CCCCOc1ccc(S(=O)(=O)Nc2cc(OC)ccc2OC)cc1	13.3	-0.6	17.8	0.6
O=C1c2ccccc2C(O)(Cc2ccccc2)N1Cc1cccnc1 (stereo unspecified)	3.1	-0.9	-7.5	0.0
CNC(=S)N1CCN(S(=O)(=O)c2cccc(Br)c2)CC1	-0.1	0.5	2.1	0.0
CCOC(=O)c1c(NC(=O)c2ccc(C)cc2)sc(C(=O)Nc2ccccc2C(F)(F)F)c1C	-1.7	-0.5	8.3	0.3
CCOC(=O)[C@@H]1C(=O)NC(SCC(N)=O)=C(C#N)[C@H]1c1ccccc1OCC	-2.8	0.1	-4.7	0.0
CN(CCO)C(=O)c1cccc2c1-c1ccccc1C2=O	-16.7	-1.0	0.3	-0.1
CC(=O)N/C(=C/c1ccc([N+](=O)[O-])cc1)C(=O)NCc1ccco1	-8.1	-0.1	11.3	0.1
CC(Oc1ccccc1)C(=O)N1CCN(c2cccc(Cl)c2)CC1 (stereo unspecified)	-2.1	1.2	3.2	-0.1
CCOc1cc(C2C(C#N)=C(N)OC3=C2C(=O)CC(c2ccco2)C3)cc([N+](=O)[O-])c1OC(=O)N1CCOCC1 (stereo unspecified)	14.7	-0.5	-2.9	0.2
CCCOC(=O)c1ccc(NS(=O)(=O)c2ccc(Cl)cc2)cc1	-2.2	1.1	-11.1	-0.8
Cc1nc(CCNC(=O)Cc2ccc(Cl)cc2)cs1	11.8	-1.9	2.4	0.5
CC(C)CCCNc1nc(N2CCOCC2)nc(N2CCOCC2)n1	4.5	-0.1	4.9	0.0
CC(=O)N1CCc2cc(S(=O)(=O)N(C)C)ccc21	-6.4	-1.1	1.7	-0.1
COc1ccc(OC)c(CN2CCC(C(=O)NC(C)C)CC2)c1	-3.5	-1.2	5.5	0.0
COc1ccc(CNC(=O)C/C(C)=N/NC(=O)c2cccnc2)cc1	10.8	1.6	-10.4	0.0
Cc1nn(C)cc1CN1CCc2c(nc(N3CC(C)OC(C)C3)[nH]c2=O)C1 (stereo unspecified)	-0.7	0.3	2.4	0.0

Two entries from above, with values under each structure:
Screens in order – MITF inh	GPR151 activ	TEAD-YAP block	FBW7 act
- NC(=O)COC(=O)Cc1c(Cl)cccc1Cl
 : 17.6	-0.1	8.0	0.8
- CC(/C=C1\SC(=O)N(CC(=O)Nc2cccc(O)c2)C1=O)=C\c1ccccc1
 : -8.8	2.2	5.2	-0.2

Returning to the listing; the seven compounds before the break are reprinted first.
SMILES	MITF inh	GPR151 activ	TEAD-YAP block	FBW7 act
CCCOC(=O)c1ccc(NS(=O)(=O)c2ccc(Cl)cc2)cc1	-2.2	1.1	-11.1	-0.8
Cc1nc(CCNC(=O)Cc2ccc(Cl)cc2)cs1	11.8	-1.9	2.4	0.5
CC(C)CCCNc1nc(N2CCOCC2)nc(N2CCOCC2)n1	4.5	-0.1	4.9	0.0
CC(=O)N1CCc2cc(S(=O)(=O)N(C)C)ccc21	-6.4	-1.1	1.7	-0.1
COc1ccc(OC)c(CN2CCC(C(=O)NC(C)C)CC2)c1	-3.5	-1.2	5.5	0.0
COc1ccc(CNC(=O)C/C(C)=N/NC(=O)c2cccnc2)cc1	10.8	1.6	-10.4	0.0
Cc1nn(C)cc1CN1CCc2c(nc(N3CC(C)OC(C)C3)[nH]c2=O)C1 (stereo unspecified)	-0.7	0.3	2.4	0.0
Cc1ccc(N2CCCS2(=O)=O)cc1NC(=O)CC(C)C	3.9	-0.9	14.4	0.7
CC(=O)N1CCc2nc(-c3ccccn3)nc(N3CCCCC3)c2C1	4.0	0.5	0.3	-0.5
CCC(c1nnnn1C(C)(C)C)N(Cc1cc2cccc(C)c2n2nnnc12)C1CCCC1 (stereo unspecified)	3.8	-0.7	6.8	1.4
COc1ccc(C)cc1NC(=O)CC(=O)Nc1ccc2nc3n(c(=O)c2c1)CCCCC3	16.5	-0.1	-14.0	1.1
Cc1ccc(-n2c(SCC(=O)OCc3ccccc3)nc3c(c2=O)SCC3)cc1	-6.5	2.1	3.0	-0.1
Cc1nonc1CN(C)C(=O)c1ccc(OC2CCN(CCc3ccccc3)CC2)cc1	5.1	-0.1	9.4	0.0
CCOc1ccc(-n2c(SCC(=O)Nc3ccc(Cl)cc3)nc3sc4c(c3c2=O)CCCC4)cc1	-6.3	1.5	-8.2	0.0
CCCCC1CN(CCC(=O)NCCc2cn[nH]c2)Cc2ccccc2O1 (stereo unspecified)	2.5	-0.3	-4.8	0.6
O=C1CSC(=S)N1c1ccc([N+](=O)[O-])cc1	9.2	-0.6	1.0	0.3
CN(C)c1ccc(C(CNS(=O)(=O)c2ccc3c(c2)CCCC3)N(C)C)cc1 (stereo unspecified)	-4.2	-0.1	2.7	-0.1
COc1ccc(CNC(=O)CCS(=O)(=O)c2ccc(OC)cc2)cc1	9.1	0.5	12.6	-0.1
Cc1nc(SCC(=O)NC(C)C)[nH]c(=O)c1C	-8.7	1.1	10.5	-0.3
CC(C)(C)c1ccc(S(=O)(=O)NCCOCC(F)(F)C(F)F)cc1	3.2	0.0	7.8	0.2
O=C(O)CN(c1ccccc1)S(=O)(=O)c1ccc(Cl)c(Cl)c1	-9.1	2.4	-1.4	0.0
Cn1cccc1C(CNS(=O)(=O)c1cccc2ccccc12)N1CCOCC1 (stereo unspecified)	6.5	-0.1	-1.7	-0.1
O=C(NNC1CC(=O)N(c2ccc(Br)cc2)C1=O)c1ccccc1 (stereo unspecified)	13.2	0.6	-0.9	0.2
